Screening results from PubChem.
FXN GAA850 act – FXN promoter activators, primary screen, cell-based, luciferase luminescence, HEK293 lucGAA850; HEK293 lucGAA850 FXN promoter luciferase reporter, 24 h; percent of 10 µM SAHA response; activation, % at 6 µM; 360,000 compounds, 0.56% hits; AID 540364, 2011;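 active means activation above the average of all compounds screened plus 3 SD, cutoff fixed separately per campaign, cut at about 7.5% in these data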;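 further: 0% = DMSO wells and 100% = 10 µM SAHA wells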
GC-A act – GC-A stimulated cGMP production enhancers – HEK293 GC-A cells, cGMP TR-FRET, EC30 ANP, primary screen; Atrial natriuretic peptide receptor 1 (Homo sapiens), P16066; 0% at EC30 ANP, 100% saturating ANP; activation, % at 10 µM; 370,000 compounds, 0.14% hits; in the data active means activation above about 40%
DAX1 inh-1 – DAX1 (NR0B1) inhibitors, primary screen, cell-based, HEK293, Gal4-DAX1, luciferase luminescence; Nuclear receptor subfamily 0 group B member 1 (Homo sapiens), P51843; HEK293 Gal4-DAX1 luciferase reporter; inhibition, % at 6.75 µM; 340,000 compounds, 0.99% hits; AID 504766, 2011;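 active means inhibition above the mean over all tested compounds plus 3 SD, cut at about 4.2% in these data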;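 further: 0% = DAX1-transfected cells with DMSO and 100% = empty-vector control cells with DMSO; inhibition shows as a rise in luminescence from relieved DAX1 repression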
Target sequence (P51843 207-470 limits assumed): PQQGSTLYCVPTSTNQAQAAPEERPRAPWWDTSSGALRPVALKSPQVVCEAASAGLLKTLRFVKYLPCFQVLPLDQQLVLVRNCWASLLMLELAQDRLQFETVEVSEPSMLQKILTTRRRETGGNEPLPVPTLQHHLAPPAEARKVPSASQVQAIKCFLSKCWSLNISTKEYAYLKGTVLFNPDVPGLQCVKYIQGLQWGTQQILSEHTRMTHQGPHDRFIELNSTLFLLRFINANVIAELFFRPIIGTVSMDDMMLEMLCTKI
ADAM10 inh – human ADAM10 inhibitors, primary screen, biochemical, QFRET, HTS; Disintegrin and metalloproteinase domain-containing protein 10 (Homo sapiens), O14672; recombinant ADAM10, EDANS/DABCYL FRET peptide cleavage, 3 h; inhibition, % at 7 µM; 370,000 compounds, 0.62% hits; AID 720582, 2013;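 active means inhibition above a per-campaign cutoff equal to the mean of compounds falling between control-based bounds plus 3 SD, cut at about 20% in these data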;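 further: 0% = DMSO wells while the 100% control is not disclosed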
hgDAF12 agonist – H. glycines DAF-12 receptor agonists, primary screen, cell-based, luminescence, HEK293, GAL4 fusion, UAS-luciferase; Nuclear hormone receptor DAF-12 (Heterodera glycines), GAL4 fusion; HEK293 GAL4-hgDAF12 UAS-luciferase reporter, agonist luminescence; normalized to butyrate control; activation, % at 6.8 µM; 370,000 compounds, 1.8% hits; AID 687014, 2013;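 active means activation above a cutoff set at the mean of all screened compounds plus 3 SD, cut at about 10% in these data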;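 further: 0% = DMSO wells and 100% = sodium butyrate wells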
ssDAF-12 act – S. stercoralis DAF-12 nuclear receptor activators, primary screen, cell-based, luminescence, HEK293, GRIP1 co-expression, lit1-tk-luc; Nuclear hormone receptor DAF-12 (Strongyloides stercoralis); HEK293 ssDAF-12/GRIP1 lit1-tk-luc reporter; % of 3 µM dafachronic acid response; activation, % at 6.8 µM; 370,000 compounds, 1% hits;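 active means activation above the mean over all tested compounds plus 3 SD, cut at about 0.9% in these data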;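 further: 0% = DMSO-only wells and 100% = 3 µM delta7-dafachronic acid wells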
PG9 Ab binder – binders of HIV-1 gp120 antibody PG9, primary screen, biochemical, TR-FRET. HIV-1 gp120 / PG9 antibody interaction. TR-FRET gp120-PG9 antibody binding. inhibition, % at 6.7 µM. 360,000 compounds, 0.43% hits. AID 624416, 2012; in the data active means inhibition above about 8.5%
hcDAF12 agonist – H. contortus DAF-12 nuclear receptor activators, primary screen, cell-based, luminescence, HEK293, lit1-tk-luc reporter; HEK293 hcDAF-12 lit1-tk-luc reporter; 0% DMSO, 100% Δ7-dafachronic acid; activation, % at 6.8 µM; 370,000 compounds, 1.4% hits;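 active means activation above the mean of all tested compounds plus 3 SD, cut at about 5.5% in these data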;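 further: 100% = response to 3 µM Δ7-dafachronic acid high control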
ADAM17 inh – ADAM17 inhibitors, primary screen, biochemical, QFRET; recombinant ADAM17, EDANS/DABCYL FRET peptide cleavage; inhibition, % at 6.95 µM; 370,000 compounds, 0.83% hits; AID 720648, 2013;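 active means inhibition above the mean of compounds lying between control limits plus 3 SD, set per campaign, cut at about 8.5% in these data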;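 further: 0% = DMSO-only wells as the low control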
Target sequence (P78536 215-824 limits assumed): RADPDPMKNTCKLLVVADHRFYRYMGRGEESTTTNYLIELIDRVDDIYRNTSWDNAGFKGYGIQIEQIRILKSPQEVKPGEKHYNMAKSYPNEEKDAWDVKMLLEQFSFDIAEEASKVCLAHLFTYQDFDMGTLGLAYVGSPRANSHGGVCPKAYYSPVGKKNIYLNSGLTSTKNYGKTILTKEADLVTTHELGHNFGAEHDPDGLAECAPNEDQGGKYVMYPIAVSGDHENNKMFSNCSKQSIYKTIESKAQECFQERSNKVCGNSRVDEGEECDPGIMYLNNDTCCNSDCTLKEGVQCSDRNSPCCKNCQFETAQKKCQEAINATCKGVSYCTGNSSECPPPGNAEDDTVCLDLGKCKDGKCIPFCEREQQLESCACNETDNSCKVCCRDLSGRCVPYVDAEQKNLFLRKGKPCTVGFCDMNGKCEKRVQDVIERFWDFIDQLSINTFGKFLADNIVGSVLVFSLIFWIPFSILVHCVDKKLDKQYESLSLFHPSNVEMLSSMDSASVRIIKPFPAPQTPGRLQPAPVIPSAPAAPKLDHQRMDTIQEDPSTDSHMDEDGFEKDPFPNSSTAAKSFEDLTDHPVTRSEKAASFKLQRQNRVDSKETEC
DAX1 inh-2 – DAX1 (NR0B1) inhibitors on StAR promoter, primary screen, cell-based, luminescence, SF-1 (NR5A1), full-length DAX-1 | HEK293T StAR-luciferase reporter, SF-1/DAX-1 repression relief | inhibition, % at 6.8 µM | 370,000 compounds, 1.1% hits | AID 652010, 2013;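 active means inhibition above the mean over all tested compounds plus 3 SD, cut at about 3.6% in these data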;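 further: 0% = DAX-1 cells with DMSO and 100% = cells lacking DAX-1 with DMSO; higher inhibition means more luminescence from relief of DAX-1 repression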
SMARCA2 act – SMARCA2 (BRM) function activators, primary screen, cell-based, luminescence, high throughput | MG213 cells, MMTV-luciferase reporter, dexamethasone, overnight | activation, % at 9.1 µM | 370,000 compounds, 1% hits | AID 652017, 2013; in the data active means activation above about 7.8%;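 further: 0% = vehicle wells and 100% = reference activator wells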
Numbers without * were called inactive; x = no result given.

#	Compound	FXN GAA850 act	GC-A act	DAX1 inh-1	ADAM10 inh	hgDAF12 agonist	ssDAF-12 act	PG9 Ab binder	hcDAF12 agonist	ADAM17 inh	DAX1 inh-2	SMARCA2 act
1	CCN(CC)C1CCN(C(=O)c2ccc(OC3CCN(Cc4ccccn4)CC3)cc2)C1 (centres undefined)	0.7	-2	3.3	7	5.1	-0.8	0.0	3.0	0	0.6	3
2	CC(=O)Nc1ccc(C(C)=NNC(=O)C2CCCC2)cc1	1.9	2	x	2	2.9	-0.2	0.1	1.3	0	4.6*	5
3	COc1cc(C(=O)NCc2ccco2)cc(OC)c1OC	0.1	2	-0.5	-1	2.3	-0.7	-1.3	-1.0	-2	-0.2	0
4	CCCC1Cc2c(sc3nc(SC)nc(N)c23)CO1 (centres undefined)	3.7	-6	-0.1	-8	1.2	-0.8	16*	0.6	-5	0.5	-3
5	COc1ccc(C2OC(=O)CC2C(=O)NC2CCCCCC2)cc1OC (centres undefined)	1.8	-3	-0.1	-5	-2.7	-1.6	-1.0	-0.8	-1	-0.7	-3
6	O=C(CCn1nnc2ccccc2c1=O)N[C@@H](Cc1c[nH]c2ccccc12)C(=O)O	0.1	3	1.0	2	-1.0	-1.1	-1.8	1.2	-2	-0.1	0
7	Cc1c[nH]c2cccc(-c3ccc(Cl)cc3Cl)c12	x	-3	x	4	1.8	-0.8	x	-2.5	2	0.0	3
8	Cc1cccc(C)c1NC(=O)CNC(=O)CCCc1c[nH]c2ccccc12	-0.7	1	1.1	1	-1.5	-0.1	-0.5	2.0	2	-1.1	0
9	CN(C(=O)CSc1n[nH]c(-c2cccs2)n1)C1CCS(=O)(=O)C1 (centres undefined)	1.9	-1	0.5	-22	1.1	-0.3	-0.3	1.2	-8	-0.4	3
10	CC(=O)c1ccc(N(C(=O)c2ccco2)C(C(=O)NC2CCCC2)c2ccc(N3CCOCC3)cc2)cc1 (centres undefined)	1.1	4	-1.4	0	0.2	-1.9	-1.8	0.3	-1	-0.1	0
11	CCN1CCN(c2c(Cl)cccc2NC(=O)c2ccc([N+](=O)[O-])cc2)CC1	-1.7	-9	2.0	9	2.4	-1.1	-0.8	-0.4	3	-0.2	-4
12	COC(=O)C1CCN(C(=O)C2CCN(C(=O)[C@@H](NS(=O)(=O)c3ccc(C)cc3)C(C)C)CC2)CC1	6.5	3	1.0	-9	1.0	-1.1	0.4	4.2	0	1.0	1
13	CCCCC(=O)N(C)c1c(CC)nc2c(OCC3CCCCC3)cccn12	-3.5	0	x	5	-4.1	-1.1	1.1	-1.4	9.7*	-1.2	-9
14	Cc1ccc(-n2c(SCC(=O)NC3CCS(=O)(=O)C3)nc3ccccc3c2=O)cc1 (centres undefined)	-0.1	-4	0.4	-8	-1.6	-0.7	0.2	-1.1	-3	-0.6	0
15	CC(=O)Nc1ccc(S(=O)(=O)N(C)c2ccc(OCC(=O)OCC(=O)N3CCCCC3)cc2)cc1	1.1	-1	-0.1	2	-2.4	0.2	0.4	-0.4	-3	0.3	-1
16	COc1ccc(N2C(=O)[C@@H]3[C@H](C2=O)[C@H]2c4ccccc4C=CN2[C@@H]3C(=O)Nc2ccccc2)cc1	2.9	0	2.0	4	1.8	0.8	-2.6	6.1*	0	0.3	-2
17	Cc1c(C)c2cc(Cl)c(OCC(=O)N3CCN(c4ccc(F)cc4)CC3)cc2oc1=O	0.5	0	0.7	-6	0.8	-1.2	-2.2	0.2	0	-0.7	-4
18	O=C(Nc1ccc(C(O)(C(F)(F)F)C(F)(F)F)cc1)c1ccc(F)cc1Cl	x	0	x	16	4.6	-1.2	x	-1.2	6	x	x
19	Cc1cccnc1Sc1c([N+](=O)[O-])ncn1C	-1.4	6	1.4	2	-0.9	-1.3	-0.1	-2.0	-5	-0.5	-1
20	O=C1C(=Cc2ccco2)CCC1=Cc1ccco1	3.4	-3	-1.9	-12	-1.2	-0.8	3.3	-1.0	-6	0.2	-4
21	CC1S/C(=C(\C#N)C(N)=O)N(c2ccc(F)cc2)C1=O (centres undefined)	-0.6	-1	-0.6	-4	0.6	-0.2	-1.0	1.6	-3	-0.3	2
22	CC1(C)CC(=O)C(C=NCCc2ccc(S(N)(=O)=O)cc2)=C(O)C1	-0.3	-1	0.4	2	0.8	-1.6	-2.1	-0.3	2	-0.2	5
23	O=C(NCc1ccc2c(c1)OCO2)C(=O)NCC1OCCN1S(=O)(=O)c1ccc(F)cc1 (centres undefined)	1.6	2	1.0	0	-0.2	-1.3	-0.9	-3.0	-5	-1.4	0
24	Cc1ccc(SC(=O)COc2ccc(C)c(C)c2)cc1	-0.2	6	0.6	-8	0.8	-0.9	-1.2	-0.3	-5	-0.1	1
25	CCOc1ncccc1C(=O)N(C)CC(=O)Nc1ccccc1SC	0.0	2	-1.4	2	-0.6	-1.1	-1.1	0.4	-2	0.2	-3
26	CC(C)(C)OC(=O)NCc1ccc(CNC(=O)c2[nH]cnc2C(=O)Nc2ccccc2F)cc1	1.9	0	-1.5	9	0.1	-1.1	-0.8	0.7	5	0.2	6
27	CCCCCCCCN1C(=O)[C@H](CC(=O)NCc2cccc3ccccc23)C[C@@]2(C(=O)OC)CCCCC=C12	x	-4	x	-9	3.2	-1.0	-0.8	-0.8	-4	-0.4	-3
28	CSc1ccc(/C=C(\C#N)C(=O)Nc2cccc(C)c2)cc1	2.3	-3	2.4	-4	1.1	-0.4	-0.3	-0.5	3	-0.9	2
29	CC(=O)c1cc2c(cc1NC(=O)CCc1ccccc1)OCO2	0.4	1	1.9	-67	1.9	-0.6	-0.5	0.3	-16	1.2	1
30	CCCNC(=O)c1ccc(N2CCC3(CC2)CC(c2ccccc2)=NO3)c(NC(=O)c2cccc(OC)c2)c1	-4.5	0	1.1	-1	-2.4	-1.3	0.3	-1.6	-1	-0.1	0
31	O=C(Cc1ccccc1)Nc1nnc(-c2ccccc2)o1	0.7	-2	0.1	-8	2.0	-1.7	-0.7	2.2	0	1.0	-1
32	Cn1c(=O)[nH]c(=O)c2c1nc(CN1CCN(c3cccc(Cl)c3)CC1)n2CCN1CCOCC1	0.6	-4	-0.3	6	0.6	-1.2	-1.6	-1.5	-2	0.6	6
33	CCCCCOc1ccc(C(=O)Nc2ccc(S(=O)(=O)Nc3cc(C)on3)cc2)cc1	1.3	3	-1.7	5	2.2	-1.4	4.8	0.6	0	0.6	-2
34	C/C(=N\NC(=O)c1ccc(CN2CCOCC2)cc1)c1ccc([N+](=O)[O-])cc1	2.0	3	-1.4	5	2.6	-1.2	-2.9	-2.0	-1	-0.4	-4
35	CC(=O)c1ccc(NC(=S)NCCc2ccc(S(N)(=O)=O)cc2)cc1	-0.3	9	0.8	-2	3.9	-1.6	-1.9	1.6	-5	-0.4	1
36	Cc1ccc(NC(=O)Cn2nc(-c3ccccc3Cl)ccc2=O)c(Br)c1	0.1	1	0.2	0	-1.3	-1.0	2.0	-1.6	-4	0.1	-1
37	CCOc1ccccc1N1CC(C(=O)Nc2ccc3c(c2)OCCO3)CC1=O (centres undefined)	1.3	0	-0.5	2	-0.2	-1.9	-1.1	-0.7	-1	-0.2	2
38	COC(OC)c1ccnc(-c2ccc(OC(C)=O)cc2)n1	2.1	2	-0.5	2	6.2	-0.6	0.3	0.3	1	-0.1	0
39	CC1CCCN(Cc2nc(Cc3ccccc3Cl)no2)C1 (centres undefined)	4.2	4	-0.1	-9	1.8	-0.6	1.1	-0.9	-5	-0.4	1
40	O=C(NCc1n[nH]c(=S)n1-c1ccccc1)c1cccs1	1.8	-2	0.5	-5	-0.7	-0.9	-0.4	-1.2	-2	0.1	-2
41	O=C(CCNC(=O)c1ccc(Br)cc1)NCc1ccncc1	1.0	7	-0.1	-1	-2.2	-1.1	0.7	-1.8	-6	-0.2	-2
42	Cc1cc(C(=O)CCl)c(C)n1CCc1ccccc1	x	-1	x	-9	-3.6	-0.8	-3.2	1.3	-3	-1.1	-2
